# GAA inhib: qHTS Assay for Inhibitors of Human alpha-Glucosidase as a Potential Chaperone Treatment of Pompe Disease; Potency, µM (series often up to 76.9 µM), without a hit: at the top dose activity change, negative = inhibition, actives largely listed as inhibitors; purified human GAA, 4-MU-alpha-glucoside fluorescence; AID 1466, 2008; Lysosomal alpha-glucosidase (Homo sapiens), P10253; 0.005% of 200,000 active;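 also: potency is read from the fitted curve at half-maximal effect; plate controls were uninhibited enzyme wells for no effect and no-enzyme background for full effect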
#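 Activity normalized between no-enzyme (basal) and enzyme-only wells. Conditions: 4 nM human enzyme, 400 uM fluorogenic substrate, citrate/phosphate pH 5.0 with Tween-20, 20 min room temperature, compounds up to 77 uM.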
# HttQ103 aggreg: qHTS Multiplex Assay to Identify Dual Action Probes in a Cell Model of Huntington: Aggregate Formation (GFP) | 1.1% of 220,000 active | PC12 HttQ103-GFP aggregates, Acumen cytometry, 40 h | Potency, µM (highest dose often 46.1 µM), without a hit: at the top dose activity change, negative = inhibition, hits mostly inhibitors; also: potency is read from the fitted curve at half-maximal effect; % is scaled to controls: 0 for no effect and ±100 for the full control effect; nearly all actives have a fitted effect of over 60% in size
#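 Huntingtin Q103 exon 1–GFP aggregates in induced PC12 cells (100 nM tebufenozide) were quantified by cytometry from lysates, with compounds dosed in titration.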
# HTT ATP protect: qHTS Multiplex Assay to Identify Dual Action Probes in a Cell Model of Huntington: Cytoprotection (ATP). Potency, µM (top dose mostly 56.4 µM), for inactives: cytoprotection (ATP increase), actives largely listed as activators. 0.14% of 230,000 active. PC12 HTT-Q103 induced, cytoprotection, ATP luminescence, 40 h. AID 1471, 2008;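 also: potency is read from the fitted curve at half-maximal effect; % of control where 0% means no effect; nearly all actives have a fitted effect of over 45% in size; toxic huntingtin expression switched on by the ecdysone agonist tebufenozide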
#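 Compounds were screened for protection of PC12 cells against cell death after tebufenozide induction (100 nM final) of mutant Huntingtin exon 1 (Q103) fused to GFP.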
# Lamin A splicing: qHTS Assay for Modulators of Lamin A Splicing | Potency, µM (doses to about 46.1 µM), for the others: at the highest dose ratio change, negative = inhibition, hits mostly inhibitors | HeLa LMNA splicing GFP/RFP minigene ratio, 48 h | AID 1487, 2009 | 0.01% of 200,000 active; active = well fitted inhibition curve with a large enough effect in the signal ratio, with a control signal flat, not every such curve was filed as active; inconclusive = small, poorly fitted or top-dose-only effect, or effect the other way, or a change in a side signal; the % refers to the signal ratio; also: potency is read from the fitted curve at half-maximal effect; % is scaled to controls: 0 for no effect and ±100 for the full control effect
#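 S3 HeLa cells stably expressing lamin A-EGFP splicing minigene plus DsRed2, 600 cells/well, 48 h compound exposure at 37C. Laser-scanning cytometry; analysed as GFP (500-530 nm)/RFP (575-640 nm) total intensity ratio; 0.5% DMSO vehicle.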
# GAA glycogen mod: qHTS Assay for Inhibitors and Activators of Human alpha-Glucosidase Cleavage of Glycogen | recombinant GAA, glycogen substrate, Amplex Red glucose oxidase fluorescence | Potency, µM (titrated, usually from 76.4 µM), for the others: at the highest dose activity change, negative = inhibition, usual class: inhibitors | 0.38% of 300,000 active | Lysosomal alpha-glucosidase (Homo sapiens), P10253 | AID 2100, 2009;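 also: potency is read from the fitted curve at half-maximal effect; 0% = full enzyme reaction and -100% = no-enzyme basal signal; the screen sought inhibitors and activators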
#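 Recombinant enzyme (4 nM final) with compounds titrated up to 77 uM and bovine liver glycogen (30 ug) in citrate pH 5.0, 0.01% Tween-20, 37 C 40 min. Released glucose detected by Amplex Red/glucose oxidase (Ex 573/Em 610); AC50 from Hill fits.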
# aGlu spleen mod: qHTS Assay for Inhibitors and Activators of Human alpha-Glucosidase From Spleen Homogenate; 0.006% of 240,000 active; AID 2112, 2009; human spleen homogenate, 4-MU-alpha-glucoside fluorescence; Potency, µM (top dose mostly 79.9 µM), for inactives: at the highest dose activity change, negative = inhibition, actives largely listed as inhibitors; Lysosomal alpha-glucosidase (Homo sapiens), P10253;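 also: potency is read from the fitted curve at half-maximal effect; 0% = enzyme with vehicle and -100% = no enzyme basal signal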
#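 AC50 values come from Hill-equation fits of concentration-response data, normalized to no-enzyme and full-activity controls. Enzyme source: 1 ug human spleen homogenate; 1 mM fluorogenic 4-MU glucoside, pH 5.0 citrate buffer, 37 C, 40 min.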
# CBFb-RUNX1 inh: qHTS Assay for Compounds Blocking the Interaction Between CBF-beta and RUNX1 for the Treatment of Acute Myeloid Leukemia; AlphaScreen CBFb-His/RUNX1-biotin binding, biochemical; 230,000 tested, under 10 active; AID 1477, 2009; Potency, µM (top dose mostly 59.8 µM), inactives show at the top dose activity, negative = inhibition, hits mostly inhibitors; also: % of control where 0% means no effect
# Target sequence (Q01196 whole entry, looked up): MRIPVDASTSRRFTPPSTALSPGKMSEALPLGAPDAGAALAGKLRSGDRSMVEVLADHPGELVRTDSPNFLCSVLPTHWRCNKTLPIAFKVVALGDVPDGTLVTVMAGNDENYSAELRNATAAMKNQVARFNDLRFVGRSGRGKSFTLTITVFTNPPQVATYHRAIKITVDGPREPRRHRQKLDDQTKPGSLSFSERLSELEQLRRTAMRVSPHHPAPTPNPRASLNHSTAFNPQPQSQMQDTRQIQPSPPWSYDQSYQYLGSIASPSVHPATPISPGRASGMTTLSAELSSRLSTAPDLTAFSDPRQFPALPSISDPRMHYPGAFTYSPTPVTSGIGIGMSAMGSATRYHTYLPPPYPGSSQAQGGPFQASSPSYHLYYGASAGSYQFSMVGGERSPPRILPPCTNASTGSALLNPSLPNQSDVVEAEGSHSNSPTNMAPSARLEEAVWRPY
# Target sequence (Q13951 whole entry, looked up): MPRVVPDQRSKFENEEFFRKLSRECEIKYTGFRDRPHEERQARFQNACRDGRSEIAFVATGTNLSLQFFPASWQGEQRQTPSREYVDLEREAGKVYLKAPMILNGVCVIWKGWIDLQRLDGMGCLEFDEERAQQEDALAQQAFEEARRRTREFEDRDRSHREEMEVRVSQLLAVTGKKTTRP
#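 Proteins preincubated together for 20 min at RT before compound addition; 15 min later, nickel and streptavidin beads were added and left 90 min prior to AlphaScreen measurement.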
# * hit, by the source's call; ? = inconclusive; / = not tested or not shown; [ ] = another dose, or the depositor's remark. Unless noted, calls follow the shape of the dose curve; as a rule, active = well fitted curve in the direction sought with a large enough effect; inconclusive = small, poorly fitted or top-dose-only effect, or another doubt; inactive = no such curve, though single readings can be large; an effect the other way counts as inactive or inconclusive.
molecule | aGlu spleen mod | Lamin A splicing | GAA glycogen mod | HttQ103 aggreg | GAA inhib | CBFb-RUNX1 inh | HTT ATP protect
Cc1cccc(C)c1NC(=O)CSc1nnc([C@@H]2CCCN2C(=O)OC(C)(C)C)o1 | 2% | 0% | -3% | -2% | -8% | 1% | 3%
O=C(COC(=O)/C(=C/c1cccs1)c1cccs1)NC(c1ccccc1)c1ccccc1 | 3% | ? | 2% | 11% | -1% | -15% | /
Cc1ccc(NC(=O)C2CCN(c3nc(C)cc(C)n3)CC2)cc1 | 1% | / | 6% | / | 11% | 5% | /
CCOC(=O)Cc1nnc(NC(=O)C(CC)Sc2nc(C)cc(C)n2)s1 (stereo not drawn) | -8% | -4% | -13% | -5% | -1% | 1% | -9%
Cc1ccc(S(=O)(=O)NCc2nc3ccccc3c(=O)n2N)cc1 | -1% | ? | 13% | ? | ? | 1% | ?
CCn1c(CNc2cccc(Cl)c2)nnc1SCC(=O)OC1CCCCC1 | -12% | 21% | 0% | ? | -14% | 3% | 28%[10 µM]
S=C(NCCc1ccccc1)NCc1cccs1 | -6% | ? | -4% | 9% | 4% | 3% | /
CC1CCN(S(=O)(=O)c2cccc(C(=O)Nc3nccs3)c2)CC1 | -6% | ? | -7% | -30% | -12% | 10% | -8%
COc1cc(/C=C/C(=O)Nc2cc(C(F)(F)F)ccc2Cl)cc(OC)c1OC | -3% | -7% | -7% | 17% | -5% | 12% | -8%
Cc1ccc(/C(O)=C2\C(=O)C(=O)N(c3cc(C)on3)C2c2cccc(Cl)c2)cc1 (stereo not drawn) | -2% | 3% | 0% | 22% | ? | -1% | -16%[0.074 µM]
COc1ccc(CNc2ncnc3ccc(-c4ccccc4CN(C)C)cc23)c(OC)c1 | 0% | -5% | / | / | / | / | -57%[inhibitor]
COc1ccc(C(=O)CSc2nnnn2Cc2ccccc2)cc1 | -3% | -8% | -8% | ? | 2% | 2% | 4%
O=C(CCCN1C(=O)c2ccccc2C1=O)NCc1ccco1 | 7% | -5% | -1% | 4% | -5% | 5% | 11%[1.9 µM]
Cc1ccc(S(=O)(=O)N2CCOCC2)cc1C(=O)NCc1ccco1 | -1% | 13% | 2% | 5% | ? | -2% | 1%[10 µM]
NC(=O)[C@@H]1CCCCNc2c(I)cc([N+](=O)[O-])cc2C(=O)N[C@@H](CCC(=O)O)C(=O)N[C@@H](CO)C(=O)N1 | 0% | 2% | 4% | 1% | ? | 3%[2.36 µM] | /
CCOC(=O)C1C(=O)NC(N2CCCCC2)=NC1C(C)C (stereo not drawn) | 1% | 5% | 0% | 7% | -6% | 3% | -9%[0.074 µM]
O=C(O)c1cccc(S(=O)(=O)N2Cc3ccccc3C2)c1 | -5% | -10% | 1% | 0% | -3% | 9% | 9%[10 µM]
O=C1CN(c2ccccc2Cl)C(=O)CN1c1ccccc1Cl | -8% | -8% | 1% | -2% | -5% | 9% | 1%
CC(=O)c1ccc(N2CCN(C(=O)Nc3ccc(Cl)cc3)CC2)cc1 | 2% | ? | 3% | -14% | -4% | 3% | -18%
C(/CCc1ccccc1)=N\Nc1nc2ccccc2[nH]1 | / | / | ? | -11% | 1% | ? | -31%
N#CCSc1nnc(N)s1 | 0% | 10% | 5% | 4% | -2% | 24% | -1%
O=C(Nc1ccccc1C(=O)Nc1ccc2c(c1)OCO2)c1cccs1 | 2% | 5% | -3% | 7% | -8% | -5% | -40%[inhibitor]
NC(=O)CNC(=O)c1ccc(Cl)cc1 | 1% | / | -3% | -7%[9.22 µM] | -3% | 3% | 11%[10 µM]
O=C(Cn1nc(-c2cccc(Cl)c2)ccc1=O)Nc1ccccc1Br | 0% | / | -4% | 3%[9.22 µM] | ? | 5% | 8%[10 µM]
COC(=O)/C(=N/Nc1ccccc1C)N1CCCc2ccccc21 | -4% | ? | -7% | ? | 4% | -5% | 4%[10 µM]
CCCCCC1C/C(=N\O)C=C(C)C1C(=O)OC (stereo not drawn) | -6% | / | -10% | 13%[9.22 µM] | / | 6% | 11%[10 µM]
Cc1nc(NS(=O)(=O)c2ccc(Br)cc2)c2c3c(sc2n1)CCC3 | 0% | 5% | 7% | ? | ? | 1% | -61%[inhibitor]
COc1cccc(C(=O)N2N=C(c3ccccc3)CC2(O)C(F)(F)F)c1 (stereo not drawn) | -2% | ? | -4% | -20% | 0% | 12% | /
CCOC(=O)CSc1nnc(-c2nnc(SCC(=O)OCC)n2CC)n1CC | 3% | 6% | 8% | 14% | -9% | 4% | -1%[0.074 µM]
c1ccc(-c2cc3ccccc3nc2N2CCCC2)cc1 | -8% | -10% | 3% | -11% | 7% | ? | 20%[10 µM]
CN=C1SC(CC(=O)Nc2cccc(Cl)c2Cl)C(=O)N1C (stereo not drawn) | 4% | 5% | 5% | -2% | -6% | 5% | 1%
CS(=O)(=O)N1CCc2cc(C(=O)N3CCCCC3)ccc21 | -3% | -14% | 0% | -3% | 2% | -1% | -8%[0.074 µM]
N#CCCN(C(=O)Nc1ccc(Cl)cc1)c1ccccc1 | -11% | 4% | 6% | 9% | -6% | -1% | -7%[0.074 µM]
COc1ccc(C(=O)NCCCn2ccnc2)cc1 | 1% | -7% | -3% | 24% | -4% | 1% | 20%
Cc1cccc(N2C(=O)C(O)=C(C(=O)c3cccs3)C2c2ccc(F)cc2)n1 (stereo not drawn) | 2% | ? | -1% | 19% | 8% | 6% | ?
CC(=O)Nc1ccc(S(=O)(=O)NC(C)C(=O)OCC(=O)NC2CCCC2)cc1 (stereo not drawn) | 3% | -7% | 10% | -12% | 1% | ? | -13%[10 µM]
CCn1c(SCC(=O)Nc2ccccc2)nnc1C1CCCCC1 | -6% | -15% | 2% | -11% | 3% | 10% | 11%[10 µM]
COc1ccc(CCNC(=O)c2nnn(CC(=O)Nc3ccccc3)c2N)cc1OC | -3% | 7% | 6% | 4% | 1% | -3% | 2%
O=C(NCc1ccco1)c1cc(S(=O)(=O)N2CCOCC2)c(Cl)cc1Cl | 10% | ? | -5% | -10% | 3% | -5% | -25%
Cc1ccc(S(=O)(=O)n2nnc3ccccc32)c(C)c1C | -12% | -3%[46 µM] | -11% | -3%[9.22 µM] | 8% | 6% | -28%
O=Cc1cn(CCC(=O)O)nc1-c1cccc2ccccc12 | 3% | -9%[46 µM] | -23% | 8%[9.22 µM] | ? | 1% | ?
COc1ccc(NC(=O)C2CCCN(C)C2)cc1OCC(C)C (stereo not drawn) | -6% | 2% | 4% | 6% | 6% | 4% | -16%[10 µM]
CC(=O)Nc1ccc(S(=O)(=O)N(C)CC(=O)Nc2ccccc2N2CCOCC2)cc1 | -3% | 7% | 1% | -2% | 4% | 1% | -25%
O=C(NC(=S)Nn1cnc2c(cnn2-c2ccccc2)c1=O)c1ccc(Cl)cc1 | -7% | ? | -23% | -6% | 1% | -8% | 9%[10 µM]
CCCCC1=CC2=CC(=O)C(C)(OC(=O)c3ccco3)C(=O)C2=CO1 (stereo not drawn) | -2% | / | / | / | / | -18% | -18%
COC(=O)[C@@]1(Cc2ccccc2)[C@H]2c3cc(C(=O)N4CCCC4)n(CCO)c3C[C@H]2CN1C(=O)c1ccccc1 | 4% | / | / | / | / | 6% | 2%
O=C(Nc1cccc(F)c1)/C(=C\c1ccco1)NC(=O)c1cccs1 | -4% | 6% | 2% | 8% | 2% | -2% | -9%
Brc1ccc(-c2cnnc(N3CCCC3)n2)cc1 | 0% | -19% | 8% | 0% | -7% | -1% | -16%
C=Cc1ccccn1 | -2% | / | / | / | / | 17%[21.7 µM] | -4%
O=C(COc1ccccc1)NC(=S)Nc1ccc(Br)cn1 | 0% | / | 5% | -1%[9.22 µM] | -2% | 4% | 8%[10 µM]
O=C(CN(Cc1ccc(Cl)c(Cl)c1)S(=O)(=O)c1ccccc1)N/N=C\c1ccc2c(c1)OCO2 | -8% | ? | -9% | ? | -5% | -6% | -68%[inhibitor]
COC(=O)c1ccccc1NC(=O)c1ccc2c(c1)OCCO2 | -1% | 4% | 3% | -5% | -4% | 12% | -66%[inhibitor]
C/C(Cl)=C\Cn1c(Nc2ccc(C)cc2)nc2c1c(=O)n(C)c(=O)n2C | 0% | 5% | -20% | -8% | ? | -2% | ?
COCCn1nnnc1CN1CCC(Cc2ccccc2)CC1 | 6% | -10% | 6% | -12% | -6% | -2% | 4%[10 µM]
CCCCOC(=O)Cn1c(=O)oc2ccc(C)cc21 | -2% | -10% | 2% | -2% | -17% | 13% | -13%[10 µM]
COc1ccccc1N1CCN(c2cc(N3CCCC3)nc(C)n2)CC1 | 2% | -13% | -5% | -17% | -3% | 11% | 7%[10 µM]
CCCCn1c(NC(=O)C2CCCCC2)nc2ccccc21 | 1% | ? | 2% | -20% | -4% | -5% | -17%
CCCc1nc2oc3c(NCC4CCCO4)ncnc3c2c2c1COC(C)(C)C2 (stereo not drawn) | 5% | 9% | 2% | 0% | -3% | -4% | 3%
O=C(c1ccc2[nH]c3c(c2c1)CCCC3)N1CCN(c2ccc(F)cc2)CC1 | 6% | ? | -2% | -2% | -1% | -28% | 13%[10 µM]
Clc1cccc(Nc2nc(-c3cccnc3)cs2)c1 | 7% | / | -10% | 16%[9.22 µM] | ? | 3% | 34%[10 µM]
COc1ccc(N(CC(=O)N2CCC(Cc3ccccc3)CC2)S(C)(=O)=O)cc1 | 13% | -3%[46 µM] | -4% | 10%[9.22 µM] | -2% | 1% | 39%[10 µM]
S=c1[nH]nc(-c2ccccn2)n1/N=C/c1ccco1 | -17% | / | -19% | -9%[9.22 µM] | / | ? | 0%[10 µM]

# Retrieved by structure from above (3):
molecule | aGlu spleen mod | Lamin A splicing | GAA glycogen mod | HttQ103 aggreg | GAA inhib | CBFb-RUNX1 inh | HTT ATP protect
COc1cccc(C(=O)N2N=C(c3ccccc3)CC2(O)C(F)(F)F)c1 (stereo not drawn) | -2% | ? | -4% | -20% | 0% | 12% | /
CCCCC1=CC2=CC(=O)C(C)(OC(=O)c3ccco3)C(=O)C2=CO1 (stereo not drawn) | -2% | / | / | / | / | -18% | -18%
COc1ccc(CCNC(=O)c2nnn(CC(=O)Nc3ccccc3)c2N)cc1OC | -3% | 7% | 6% | 4% | 1% | -3% | 2%

# Compound activity (PubChem)
